Source: PubChem BioAssay (National Center for Advancing Translational Sciences (NCATS))
a7 integrin act = activates integrin-mediated alleviation for muscular dystrophy. actives 0.064% (n = 350,000). Potency, µM (top dose mostly 38.3 µM), for inactives: at the top dose activation, usual class: activators. AID 624291. alpha7betagal myoblasts, beta-gal FDG fluorescence, 48 h;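 note: potency is the fitted concentration of half-maximal effect; 100% = response of the positive control SU9516; nearly all actives have a fitted effect of over 60% in size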
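Alpha7betagal+/- myoblasts (passage 13) were plated 16-24 hr, then exposed to compounds (1:260 dilution of DMSO stock) for 48 hours at 37C. After MPER lysis, β-galactosidase reporter activity was read as FDG fluorescence (ex 480/em 540) after 30 minutes.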
ELG1 genotoxic = genotoxicity induction in ELG1-luciferase HEK293T cells; actives 1.3% (n = 330,000); HEK293T ELG1-luciferase reporter, luminescence, 16 h; Potency, µM (highest dose often 46 µM), for inactives: at the highest dose activity change, positive = activation, actives largely listed as activators; note: potency is the fitted concentration of half-maximal effect; % of control where 0% means no effect; nearly all actives have a fitted effect of over 60% in size
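DMSO vehicle served as control against compound-treated ELG1-luciferase HEK293T cells; exposure lasted 16 hr at 37 °C and 5% CO2, followed by ONE-Glo luminescence detection after 30 min.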
uPA generation = blocks generation of uPA at the cell surface; cell surface uPA generation assay, qHTS; Potency, µM (series often up to 38.3 µM), for the others: at the highest dose activity change, negative = inhibition, most hits filed as inhibitors; actives 0.31% (n = 330,000); active = well fitted inhibition curve with a large enough effect; inconclusive = small, poorly fitted or top-dose-only effect; inactive = no such curve, though single readings can be large or run the other way; tested in mouse RAW 264.7 cells; note: potency is the fitted concentration of half-maximal effect; % is set by controls: 0 for no effect and ±100 for the full control effect; nearly all actives have a fitted effect of over 55% in size
BRCA1 expr up = BRCA1 expression activation; MCF7-BRCA1-FFLuc reporter, luminescence, 48 h; response scale: scaled: vehicle 0%, 10 µM genistein 100%; Potency, µM (titrated, usually from 46.1 µM), for inactives: at the highest dose activation, most hits filed as activators; actives 1.1% (n = 380,000); AID 624202; note: potency is the fitted concentration of half-maximal effect; nearly all actives have a fitted effect of over 80% in size; some results filed as inactive show a strong effect at the top dose
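48 h compound treatment of MCF7-BRCA1-FFLuc cells (phenol-red free MEM, 37 °C), then 15 min with luciferase substrate and luminescence imaging.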
TRPV1 ag = activates the human vanilloid receptor TRPV1. Q8NER1. TRPV1-expressing cells, Fluo-8 calcium influx, agonist mode. activation, % at 8.33 µM. actives 0.19% (n = 320,000); in the data active = activation above about 80%; inconclusive = between about 30% and that limit; note: 0% is about no effect
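Cells expressing TRPV1 were dye-loaded with Fluo-8 and read kinetically: 10 s baseline, 3 min after compound (agonist portion), then 2 min after EC20 capsaicin (allosteric enhancer portion). Calcium-bound dye fluorescence at 480/520 nm.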
S-ASM inh = inhibitors of human secretory acid sphingomyelinase. P17405. actives 0.006% (n = 340,000). placental ASM, HMU-PC fluorogenic substrate, 60 min. Potency, µM (titrated, usually from 57.5 µM), for the others: at the top dose activity change, negative = inhibition, usual class: inhibitors; note: potency is the fitted concentration of half-maximal effect
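HMU-PC0 cleavage (9 uM final) by human placental ASM, 60 min at 37 °C following 10 min compound exposure at RT; stopped at pH 10, fluorescence Ex 386/Em 447 nm.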
PTAP TSG101 blk = blocks PTAP/TSG101 interaction to inhibit HIV-1 budding | Potency, µM (series often up to 115 µM), for inactives: top-dose activity change, negative = inhibition, hits mostly inhibitors | 340,000 tested, under 10 active | Fluorescence polarization, FITC-PTAP peptide / Tsg101 binding | Q99816 | AID 493005; active = well fitted inhibition curve with a large enough effect in the main read-out, with a control signal flat, not every such curve was filed as active; inconclusive = small, poorly fitted or top-dose-only effect, or effect the other way, or a change in a side signal; inactive = no such curve, though single readings can be large or run the other way; note: potency is the fitted concentration of half-maximal effect; % of control where 0% means no effect
Target sequence (Q99816 whole entry, looked up): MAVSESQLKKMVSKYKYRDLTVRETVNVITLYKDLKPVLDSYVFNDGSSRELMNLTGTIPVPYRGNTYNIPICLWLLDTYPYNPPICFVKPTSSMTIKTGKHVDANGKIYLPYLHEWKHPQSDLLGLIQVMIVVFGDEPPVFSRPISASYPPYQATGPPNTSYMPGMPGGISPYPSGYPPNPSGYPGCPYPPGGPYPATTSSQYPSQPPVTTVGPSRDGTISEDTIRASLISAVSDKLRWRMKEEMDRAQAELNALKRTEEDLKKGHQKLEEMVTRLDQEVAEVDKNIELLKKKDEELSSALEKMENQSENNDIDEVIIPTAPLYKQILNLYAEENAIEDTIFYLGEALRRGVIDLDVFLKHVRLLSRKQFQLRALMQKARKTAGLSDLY
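Fluorescence polarization binding of Tsg101 binding domain (10 uM final) to FITC-labeled PTAP peptide (50 nM final) in HEPES pH 7.5 buffer with NaCl, Tween 20, EDTA, TCEP. Compounds added before peptide; binding 20 min at RT.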
B2AR arrestin = beta2AR (human) beta-arrestin recruitment activity; P07550; beta-arrestin recruitment to beta2AR, cell-based reporter; Potency, µM (titrated, usually from 46.1 µM), inactives show at the top dose activation, usual class: activators; actives 0.02% (n = 330,000);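 note: potency is the fitted concentration of half-maximal effect; 0% = DMSO controls and full agonism = EC100 isoproterenol or metaproterenol; nearly all actives have a fitted effect of over 65% in size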
p53 reactivator = re-activators of mutant p53; H1299 p53-A138V BP100-luciferase reporter, luminescence, 24 h; Potency, µM (series often up to 92.2 µM), for inactives: at the highest dose activity change, positive = activation, hits mostly activators; actives 0.063% (n = 320,000); note: potency is the fitted concentration of half-maximal effect; % of control where 0% means no effect; nearly all actives have a fitted effect of over 45% in size
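p53-null H1299 cells stably carrying temperature-sensitive p53-A138V and a BP100-luciferase reporter were pinned with compounds (4-point, 1:5 series) and held 24 hrs at 37 deg C. Luminescence was read 10 min after detection reagent.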
USP2a block = USP2a (human) protease inhibition; Potency, µM (titrated, usually from 38.3 µM), without a hit: at the top dose activity change, negative = inhibition, hits mostly inhibitors; AID 463254; O75604; USP2 core, Ub-CHOP2 coupled fluorogenic reporter, 485/531; actives 0.01% (n = 330,000);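 note: potency is the fitted concentration of half-maximal effect; plate controls were DMSO wells for no effect and full inhibition by NEM control for full effect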
Target sequence (O75604 whole entry, looked up): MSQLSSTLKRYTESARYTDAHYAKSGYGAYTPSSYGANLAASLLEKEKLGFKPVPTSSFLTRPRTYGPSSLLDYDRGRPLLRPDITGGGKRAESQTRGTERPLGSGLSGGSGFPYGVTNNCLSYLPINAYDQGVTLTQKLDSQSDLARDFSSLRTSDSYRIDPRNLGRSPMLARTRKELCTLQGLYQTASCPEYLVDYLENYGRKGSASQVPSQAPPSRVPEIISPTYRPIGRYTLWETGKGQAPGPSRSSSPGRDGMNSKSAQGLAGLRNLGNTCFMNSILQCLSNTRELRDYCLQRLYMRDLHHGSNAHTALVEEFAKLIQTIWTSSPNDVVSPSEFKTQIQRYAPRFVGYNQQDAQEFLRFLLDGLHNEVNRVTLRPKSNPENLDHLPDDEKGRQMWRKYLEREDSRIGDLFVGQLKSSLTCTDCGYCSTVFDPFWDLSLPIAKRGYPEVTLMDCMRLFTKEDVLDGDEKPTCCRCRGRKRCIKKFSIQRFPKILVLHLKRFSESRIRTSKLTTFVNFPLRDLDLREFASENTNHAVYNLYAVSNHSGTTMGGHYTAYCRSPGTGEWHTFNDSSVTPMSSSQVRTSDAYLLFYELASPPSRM
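Deubiquitinase activity read as fluorescence (485/531 nm) after Ub-CHOP2 cleavage activates the enterokinase reporter on its substrate; USP2 core 10nM, Ub-CHOP2 and substrate 25nM each, 30min compound preincubation then 60min RT; data normalized to NEM, curves fitted.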
Eya2 phos inh = Eya2 (human) phosphatase inhibition | O00167 | recombinant Eya2, OMFP fluorescence dephosphorylation (OMFP is methylfluorescein phosphate) | Potency, µM (doses to about 76.9 µM), for inactives: at the highest dose activity, negative = inhibition, usual class: inhibitors | actives 0.006% (n = 330,000) | AID 488837; note: potency is the fitted concentration of half-maximal effect; % is set by controls: 0 for no effect and ±100 for the full control effect
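Eya2 protein (added as 0.2 uM solution) was preincubated with compound for 10 min at ambient temperature in 50 mM HEPES pH 7.5, 50 mM NaCl, 5 uM MgCl2, 0.05% BSA, 1 mM DTT. OMFP (added at 50 uM) then reacted 10 min; fluorescence read at 485/525 nm.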
An asterisk follows results filed as active; ? = inconclusive; · = no result given; [ ] = dose if it differs, or a comment. Unless noted, calls come from the whole dose curve; as a rule, active = well fitted curve in the direction sought with a large enough effect; inconclusive = small, poorly fitted or top-dose-only effect, or another doubt; inactive = no such curve, though single readings can be large; an effect the other way counts as inactive or inconclusive.

Values run as follows: a7 integrin act, ELG1 genotoxic, uPA generation, BRCA1 expr up, TRPV1 ag, S-ASM inh, PTAP TSG101 blk, B2AR arrestin, p53 reactivator, USP2a block, Eya2 phos inh
- CCOc1ccc(-n2c(C)cc(/C=C3/C(=N)N4C(=NC3=O)SN=C4S(C)(=O)=O)c2C)cc1
    8.3%, 3.6%, -8.0%, 3.4%, -1.7, 50.3%, -0.5%, -1.0%, -0.9%, 0.4%, -0.5%
- O=C(CSc1cn(Cc2ccccc2)c2ccccc12)Nc1nccs1
    -16.2%, 4.61µM*, ?, 11.2µM*, 2.5, -16.4%, 0.2%, -0.2%, ?, -6.1%, 1.5%
- CCn1cc(CN2CCC(C(=O)Nc3cccc(-c4cccc(F)c4)c3)CC2)cn1
    -49.9%[inhibitor], -9.6%, -5.3%, -4.8%, 1.5, 3.5%, -0.7%, -0.8%, 28.2%, -0.3%, -13.2%
- CCC1(c2ccccc2)NC(=O)N(CC(=O)NCCN2C(=O)S/C(=C\c3cccnc3)C2=O)C1=O (stereo not drawn)
    9.2%, -19.7%, 1.3%, 0.0%, -1.3, 3.3%, -3.1%, 0.1%, 0.0%, 2.2%, -6.6%
- COc1ccc(C(=O)NNC(=O)C(NC(=O)c2ccccc2NC(=O)c2ccco2)C(C)C)cc1 (stereo not drawn)
    -0.9%, 3.6%, 3.5%, 6.0%, 0.8, -2.9%, 0.8%, -1.6%, -4.6%, 0.8%, 0.2%
- CCN(CC)c1ccc(C=Nc2ccc(C)cc2)c(O)c1
    -20.9%, 1.3%, 1.2%, 16.0%, 0.1, 1.5%, -4.7%, 0.5%, 12.2%, -1.7%, -2.0%
- CCOC(=O)c1cnc(-n2nc(C)cc2C)nc1N(C)C
    15.3%, ?, -12.2%, 83.3%, -5.9, -0.5%, -2.0%, ?, ?, -3.9%, 0.4%
- Cc1ccc(/C=C(/C#N)C(=O)NC(C)c2ccccc2)o1 (stereo not drawn)
    0.7%, 2.7%, -26.1%, -2.4%, 23.3, 0.5%, -3.6%, -0.1%, -6.5%, 1.2%, -1.8%
- Nc1cc(Cl)nc(N/N=C/c2c(O)ccc3ccccc23)n1
    18.9%, ?, -6.0%, -67.5%, 3.8, 4.2%, -2.9%, -0.2%, ?, 0.8%, -6.9%
- CCn1nnnc1SCC(=O)c1cc(Cl)ccc1OC
    8.5%, 1.5%, -9.5%, -3.3%, 4.7, -0.2%, -6.7%, 0.1%, -6.1%, 0.3%, 2.4%
- O=C(NNC(=S)Nc1cccc(C(F)(F)F)c1)c1cccc(Cl)c1
    -36.8%, -7.3%, -1.5%, -77.6%[inhibitor], 2.3, -4.2%, -0.5%, -0.2%, -15.1%, -2.0%, 4.5%
- Cc1ccccc1Nc1nc(N)nc(CN2CCN(Cc3ccc4c(c3)OCO4)CC2)n1
    12.5%, -2.5%, -2.5%, -10.1%, 2.3, 4.4%, -1.8%, -0.8%, -1.4%, 0.0%, 6.9%
- Cc1ccc(NC(=O)CN2CCN(CCN=CC3=C(O)CC(c4ccc(C)cc4)CC3=O)CC2)cc1 (stereo not drawn)
    11.2%, 1.0%, 2.6%, 14.1%, 2.8, -2.6%, -6.1%, 0.0%, -4.0%, -0.3%, -0.8%
- Cc1ccc(S(=O)(=O)NNC(=O)c2ccncc2)cc1[N+](=O)[O-]
    -15.9%, 1.0%, -1.3%, -23.6%, 2.7, 2.5%, -1.9%, 0.0%, ·, 1.6%, 5.0%
- Cc1ccc(C(=O)NC(=S)N2CCN(C)CC2)cc1
    0.9%, 1.7%, -1.5%, 11.2%, -1.1, 1.8%, -2.0%, -0.3%, 21.6%, -1.3%, 28.3%
- C/C(=N\NC(=O)c1ccncc1)c1cccc(NC(=O)c2ccc(Cl)s2)c1
    ?, -1.3%, -7.1%, 33.0%, ?, -5.7%, -5.5%, 0.2%, 1.2%, -3.6%, -8.8%
- CCc1cc(=O)oc2cc(O[C@@H]3O[C@H](CO)[C@@H](O)[C@H](O)[C@H]3O)c(Cl)cc12
    25.7%, -17.8%, -2.2%, -1.8%, -0.3, 13.8%, -2.0%, 0.4%, -3.4%, 1.4%, -20.2%
- Cc1cccc(C(=O)OCCN2CCOCC2)c1
    -20.5%, 4.3%, -0.4%, 7.3%, 5.3, -3.1%, -1.6%, 3.1%, 8.3%, 0.7%, 2.0%
- CCn1cc(CN2CCC(n3nccc3NC(=O)c3ccc4c(c3)OCO4)CC2)c(C)n1
    0.0%, 1.5%, 10.9%, 2.8%, -0.9, 2.4%, -1.0%, -0.9%, 9.2%, 0.7%, 14.3%
- CC(=O)Nc1ccc(NC(=O)C(C)OC(=O)/C=C/c2cnc3ccccc3n2)cc1 (stereo not drawn)
    11.8%, -1.5%, 13.2%, 6.5%, 1.6, -0.4%, -4.9%, 0.1%, -3.2%, -5.3%, -2.9%
- COc1cc(/C=N/NC(=O)c2cc(-c3cccc(OC(C)C)c3)nc3ccccc23)ccc1O
    11.5%, ·, -7.5%, -45.8%, ·, -19.1%, -4.8%, ·, ·, ·, ·
- O=C(NCC(=O)N1CCN(C/C=C/c2ccccc2)CC1)c1ccc(OC(F)F)cc1
    -17.4%, -6.5%, -0.8%, 1.7%, 2.4, -1.4%, -3.2%, -0.7%, -7.1%, -1.0%, -7.8%
- CCOCCCn1c(=S)[nH]c2cc(C(=O)NCC(OC)OC)ccc2c1=O
    10.4%, 12.4%, 0.0%, 0.0%, 7.6, 1.9%, -2.0%, -0.1%, -1.1%, -0.2%, 6.1%
- Cc1ccc(CSc2nnc(NC(=O)Cn3cnc4ccccc4c3=O)s2)cc1
    -19.4%, -0.2%, -17.2%, -1.0%, 0.9, -1.0%, -2.3%, -0.9%, 0.7%, -0.8%, -4.1%
- O=C(NCCC1CCCCN1S(=O)(=O)c1cccs1)C(=O)Nc1ccc(F)cc1F (stereo not drawn)
    -31.4%[inhibitor], -0.5%, -7.4%, -79.4%, -1.4, -0.2%, -0.9%, 0.4%, -2.2%, 0.8%, 11.7%
- CC(=O)N/C(=C\c1ccccc1)C(=O)Nc1ccc(O)cc1
    0.5%, -1.6%, 0.6%, -0.4%, 5.6, 2.5%, 0.1%, 0.0%, -1.4%, 4.1%, 6.6%
- CCOc1ccc2nc(Cl)c(C3CC(c4ccccc4)=NN3C(=O)c3cccs3)cc2c1 (stereo not drawn)
    5.8%, 5.6%, -3.2%, -6.2%, -2.3, 1.6%, 0.9%, 0.2%, 17.1%, 2.8%, 4.8%
- O=C(c1cccnc1)N1CCN(Cc2ccc3c(c2)OCO3)CC1
    -22.4%, -7.0%, 0.0%, 0.0%, -0.6, 0.5%, -0.1%, 0.2%, -3.4%, 0.6%, 3.4%
- CCCCN(CC)Cc1ccc(CNC(=O)Nc2ccc(OC)cc2OC)o1
    9.5%, 1.9%, 13.0%, 12.5%, 1.9, 1.5%, -4.0%, 0.0%, -3.6%, 1.8%, 2.1%
- CCN(CC)C(=N)/C(C#N)=N/Nc1ccccc1
    33.9%, ?, -1.3%, ?, 8.3, -3.9%, 0.5%, -0.2%, 10.4%, 6.8%, -7.8%
- CCOc1cccc2sc(NN)nc12
    7.9%, 6.9%, -0.3%, -51.5%, -1.1, 36.7%, 0.5%, -0.2%, -5.8%, 6.8%, -1.4%
- CCCNC(=O)c1csc2c1CCCCC2
    -17.4%, -0.8%, -6.1%, 16.9%, 26.8, -1.4%, -4.4%, 0.0%, 0.6%, 1.8%, -0.5%
- NC1=NC(=O)C(Cc2ccc(F)cc2)S1 (stereo not drawn)
    0.0%, 0.7%, 0.5%, 4.8%, 3.9, 3.3%, -5.8%, 0.5%, 7.9%, 0.2%, -3.8%
- NC(=O)c1ccc(CSc2nc3ccccc3s2)cc1
    14.3%, ?, -1.6%, ?, ?, -4.5%, -3.7%, -1.1%, 19.4%, -4.7%, -4.9%
- O=C(NC1CCOC1)c1cc(COc2cccc(C(F)(F)F)c2)on1 (stereo not drawn)
    19.3%, ?, 1.5%, 93.8%, ?, -1.5%, -1.5%, 0.0%, 12.0%, -1.6%, 3.8%
- C/C(CCN1CCCCc2nc(C)c(C)cc21)=N\O[C@@H](C)CN1CCCCc2nc(C)c(C)cc21
    ·, 9.1%, ·, ·, 15.8, ·, ·, -1.3%, 0.1%, 3.6%, -3.7%

Looked up above:
Reading for Cc1ccc(NC(=O)CN2CCN(CCN=CC3=C(O)CC(c4ccc(C)cc4)CC3=O)CC2)cc1 (stereo not drawn) under TRPV1 ag: 2.8
Reading for COc1cc(/C=N/NC(=O)c2cc(-c3cccc(OC(C)C)c3)nc3ccccc23)ccc1O under uPA generation: -7.5%
